# Screens from PubChem.
# AGP1-GFP MLPCN: modulators of AGP1-GFP expression in yeast TOR pathway, primary screen, cell-based, multiplex flow cytometry, S. cerevisiae, MLPCN library. 3 h; GFP as percent of DMSO wells. GFP response vs DMSO, % at 10 µM. hit rate 0.02% among 320,000;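 active means GFP response relative to DMSO above a set limit, near screen average plus 3 SD, cut at about 150% in these data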;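 further: median GFP channel fluorescence of the gated AGP1 strain per well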
# LAP4-GFP MLPCN: modulators of LAP4-GFP expression in yeast, primary screen, S. cerevisiae, multiplex flow cytometry, MLPCN library; 3 h; median GFP as percent of DMSO wells; GFP response vs DMSO, % at 10 µM; hit rate 0.34% among 320,000; AID 2023, 2009;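 active means GFP response vs DMSO above a set limit, about the screen mean plus 3 SD, cut at about 150% in these data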
# AHR activator: AHR activators, primary screen, cell-based, luminescence, luciferase reporter, human; Aryl hydrocarbon receptor (Homo sapiens), P35869; AHR-responsive luciferase reporter cells; activation, % at 5 µM; hit rate 2.5% among 320,000; in the data active means activation above about 47%;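 further: 0% = vehicle wells and 100% = reference agonist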
# Target sequence (P35869 whole entry, looked up): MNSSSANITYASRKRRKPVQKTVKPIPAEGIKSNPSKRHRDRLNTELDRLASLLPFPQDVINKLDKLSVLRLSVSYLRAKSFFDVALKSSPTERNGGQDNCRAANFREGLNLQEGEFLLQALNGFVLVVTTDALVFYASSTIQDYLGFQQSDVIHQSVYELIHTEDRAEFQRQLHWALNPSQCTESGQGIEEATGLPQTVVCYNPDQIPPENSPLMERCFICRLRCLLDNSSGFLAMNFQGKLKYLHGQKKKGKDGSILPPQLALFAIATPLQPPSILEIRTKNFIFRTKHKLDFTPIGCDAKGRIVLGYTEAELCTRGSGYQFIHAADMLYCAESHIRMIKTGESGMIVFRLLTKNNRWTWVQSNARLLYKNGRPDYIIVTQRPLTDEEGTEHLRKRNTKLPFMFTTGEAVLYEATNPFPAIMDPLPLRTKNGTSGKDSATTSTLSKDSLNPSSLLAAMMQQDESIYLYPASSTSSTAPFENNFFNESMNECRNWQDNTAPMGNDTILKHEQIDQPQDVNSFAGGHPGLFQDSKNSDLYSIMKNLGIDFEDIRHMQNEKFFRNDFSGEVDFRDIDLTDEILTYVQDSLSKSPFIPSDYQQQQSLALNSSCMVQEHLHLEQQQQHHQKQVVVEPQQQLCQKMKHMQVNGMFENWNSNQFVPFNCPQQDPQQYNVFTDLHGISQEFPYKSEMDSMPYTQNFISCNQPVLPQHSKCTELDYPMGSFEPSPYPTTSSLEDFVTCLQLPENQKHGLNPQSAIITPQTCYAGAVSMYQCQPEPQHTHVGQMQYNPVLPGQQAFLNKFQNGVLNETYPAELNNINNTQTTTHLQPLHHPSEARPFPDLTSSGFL
# CIT2 TOR yeast: modulators of CIT2-GFP expression in yeast, primary screen, S. cerevisiae, GFP fusion, multiplex flow cytometry, MLPCN library; S. cerevisiae CIT2-GFP strain, 3 h; 100 means same as DMSO wells; GFP response vs DMSO, % at 10 µM; hit rate 0.065% among 320,000; AID 2029, 2009;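 active means GFP response relative to DMSO above a set limit, near the screen mean plus 3 SD, cut at about 150% in these data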;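 further: ratio of well median GFP fluorescence to mean of DMSO wells on the plate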
# RPL19A TOR yeast: RPL19A-GFP expression modulators in yeast, primary screen, cell-based, S. cerevisiae, multiplex flow cytometry, MLPCN; S. cerevisiae RPL19A-GFP strain, 3 h; hits give low values; percent response vs DMSO, % at 10 µM; hit rate 0.3% among 330,000;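 active means percent response vs DMSO below 50%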;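 further: median channel GFP fluorescence of the barcoded RPL19A-GFP strain; ratio of sample median GFP to plate DMSO average so 100% = DMSO; lower means less RPL19A-GFP as with rapamycin TOR inhibition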
# MEP2-GFP yeast: modulators of MEP2-GFP levels in yeast, primary screen, S. cerevisiae, multiplex flow cytometry, MLPCN library. GFP response vs DMSO, % at 10 µM. S. cerevisiae MEP2-GFP strain, 3 h; 100% = DMSO control level. hit rate 0.51% among 330,000;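 active means GFP response versus DMSO above a set limit, roughly screen mean plus 3 SD, cut at about 180% in these data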;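 further: median GFP fluorescence of the barcode-gated MEP2-GFP cells per well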
# CR mimetic SO: reduction of superoxide in aged yeast, primary screen, HTS. S. cerevisiae aged cells, superoxide DHE fluorescence; hits give low values. superoxide response (% of plate mean), % at 10 µM. hit rate 0.18% among 330,000. AID 2690, 2010;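 active means superoxide response under a set limit, about three screen SD below normal, cut at about 65% in these data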;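 further: yeast aged for seven days with compound at 30 °C before DHE staining; 100% = average MFI of all compound-treated wells on the plate with controls excluded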
# Efflux pump mplx: inhibitors of Candida efflux pumps in yeast, primary screen, S. cerevisiae, Nile Red, multiplex | S. cerevisiae Candida pump triplex | inhibition, % at 10 µM | hit rate 0.44% among 330,000 | AID 485275, 2010;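 active means plate passing quality check with inhibition over a set limit, or well fluorescence over plate mean plus 4 SD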;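 further: Nile Red retained in pooled yeast measured as flow cytometry median fluorescence; 0% = buffer negative control and 100% = Enniatin B positive control; higher means more Nile Red kept so more efflux inhibition; some compounds called inactive have numbers as strong as hits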
# Active calls of the source: *; · = no result given. Compounds as they come. About 3.9% of those tested had a hit in this group.
smiles	AGP1-GFP MLPCN	LAP4-GFP MLPCN	AHR activator	CIT2 TOR yeast	RPL19A TOR yeast	MEP2-GFP yeast	CR mimetic SO	Efflux pump mplx
CCN(CC)c1ccc(NC(=O)COc2ccc(C#N)cc2)cc1S(=O)(=O)Nc1ccc(OC)cc1	94	85	0	96	99	98	72	0.2
COc1ccc(CN2CCN(Cc3cc4ccccc4o3)CC2CCO)cc1C (stereo not drawn)	101	85	-1	105	103	101	88	-0.1
CN(C)S(=O)(=O)Oc1cccc(C(=O)Nc2ccc(Cl)cc2)c1	·	104	-4	91	96	101	104	-0.1
COc1ccc(NC(=O)C=C(C)C)cc1Cl	98	109	3	93	97	100	106	0.0
O=C(Nc1ccc2c(c1)OCO2)C1CCN(S(=O)(=O)c2cccs2)CC1	103	98	16	105	104	106	89	-0.7
O=C(CCSc1ccc(Cl)c(Cl)c1)NC12CC3CC(CC(C3)C1)C2	97	94	4	99	98	99	118	0.8
COc1nc(-c2ccccc2)ccc1-c1noc(-c2ccco2)n1	94	93	14	96	92	89	122	-0.1
Cc1cccc(NC(=O)CCNS(=O)(=O)c2cccc3nonc23)c1C	94	93	1	88	92	96	89	0.1
O=C(NCc1cccnc1)NC1CCCN1S(=O)(=O)c1ccc(Cl)cc1 (stereo not drawn)	94	102	0	103	95	101	76	-0.1
Cc1ccc(OCC(=O)N/N=C\c2cn(C)c3ccccc23)c([N+](=O)[O-])c1	94	96	24	93	98	96	111	0.1
Cc1cc(=O)[nH]c(SCC(=O)Nc2ccc3c(c2)CCC3)c1C#N	102	109	2	90	102	101	87	-0.2
O=C(c1ccc(Cl)cc1)c1cnc2ccccn12	98	103	47	99	104	103	90	0.2
Cc1nc2ccc(Br)cn2c1C(=O)N/N=C\c1ccc(C(C)C)cc1	95	87	6	99	104	101	102	-0.1
COC(=O)c1ccc(/C=C2\CCn3c2nc2cc(C(=O)O)ccc2c3=O)cc1	103	99	3	105	104	108	102	-0.2
O=C(CNC(=O)c1cccc(Br)c1)N/N=C/c1ccc2c(c1)OCO2	97	99	3	100	101	100	87	0.0

# Further structures.
smiles	AGP1-GFP MLPCN	LAP4-GFP MLPCN	AHR activator	CIT2 TOR yeast	RPL19A TOR yeast	MEP2-GFP yeast	CR mimetic SO	Efflux pump mplx
O=C(CSc1nnc(-c2cnccn2)n1Cc1ccco1)c1ccc(Cl)cc1	91	101	1	100	102	106	93	-0.1
COC(=O)Cc1cn(-c2ncc(C(F)(F)F)cc2Cl)c2ccccc12	105	100	6	99	101	100	99	0.1
O=C(Nc1nc(-c2ccccc2)cs1)C1CCCCN1S(=O)(=O)c1ccc(Cl)cc1 (stereo not drawn)	90	103	4	85	94	105	132	0.0
OCC[C@H]1C[C@@H](O)[C@H](O)[C@]2(CCc3ccccc3O2)O1	83	100	-1	75	96	86	101	-0.1
CN1C(=O)C(O)(CC(=O)c2cccc(-n3cccc3)c2)c2ccccc21 (stereo not drawn)	91	106	17	95	93	83	83	0.2
COCC(=O)N1CCN(c2ccc([N+](=O)[O-])cc2)CC1	66	105	1	113	·	109	81	-0.4
CC1(c2ccccc2)CC(c2ccccc2)=Nc2ccccc2N1 (stereo not drawn)	96	102	12	95	96	102	93	-0.1
O=C(CCCn1c(SCC(=O)c2ccc(O)c(O)c2)nc2ccccc2c1=O)NCC1CCCO1 (stereo not drawn)	116	93	-4	91	104	106	114	-0.1
Cc1cc(C(=O)OCC(=O)NCc2ccc(Cl)cc2Cl)c(C)o1	102	93	0	103	97	97	83	-0.1
O=C(CN1C2CCC1CC(NC(=O)NC1CCCCC1)C2)NC1CC1 (stereo not drawn)	104	100	0	102	101	102	95	0.0
COCCCn1c(=N)c(C(=O)NCc2ccc3c(c2)OCO3)cc2c(=O)n3ccccc3nc21	70	107	1	102	100	110	102	-0.4
C=CCn1nc2ccccc2c1OCCO	101	92	7	100	97	98	92	0.1
COc1cc(N)c(Cc2nccc3cc(OC)c(OC)cc23)cc1OC	103	98	6	104	101	101	97	0.0
COc1cc(/C=C/C(=O)OCC(=O)Nc2ccccc2Sc2ccc(Cl)cc2)ccc1O	102	102	0	107	103	104	81	0.0
CCOC(=O)[C@H]1[C@H]2COc3ccc(Br)cc3[C@@H]2N2C(=O)CN(Cc3ccc(OC)cc3)C(=O)[C@@]12C	99	93	0	95	94	96	90	0.8

# (more compounds)
smiles	AGP1-GFP MLPCN	LAP4-GFP MLPCN	AHR activator	CIT2 TOR yeast	RPL19A TOR yeast	MEP2-GFP yeast	CR mimetic SO	Efflux pump mplx
CCOC(=O)c1c(C)n(-c2ccc(OC)cc2)c2c(C/C(C)=N/O)c(Br)c(OC)c(O)c12	95	91	1	97	102	104	108	0.1
Cc1cccc(C(=O)N2CCN(Cc3nc4sc5c(c4c(=O)[nH]3)CCCC5)CC2)c1	99	91	2	105	102	103	97	0.0
C=CCc1ccc(OCCCOc2ccc(C)cc2OC)c(OC)c1	99	101	15	97	·	112	115	-0.1
Cc1cc(C=NCCO)c(C)n1-c1cc(Cl)ccc1Cl	103	102	0	88	96	89	101	0.0
O=[N+]1C2=C(CCCC2)N([O-])C12CCCC2	95	92	-1	·	92	89	102	-0.1
CC1(C)CC(NC(=O)c2cccc3ccccc23)CC(C)(C)N1	110	101	21	102	104	102	98	0.1
c1ccc(N2CCN(CCc3nnc4n3CCCCC4)CC2)cc1	102	97	0	99	94	100	112	0.0
O=C(CCC(=O)N1CCOc2ccc(Cl)cc21)N1CCN(c2ccccn2)CC1	98	100	2	94	96	94	76	-0.1
C[C@@]12C(=O)N(CC3CCCO3)CC(=O)N1[C@H]1c3cc(Cl)ccc3OC[C@@H]1[C@@H]2c1ccccc1 (stereo partly drawn)	88	91	-3	85	100	92	89	0.5
CC(C)c1ccc(/C=C/C(=O)O)cc1	83	114	1	103	107	110	121	0.0
COC(=O)[C@@H](NC(=O)/C=C/c1ccc(OC)cc1)C(C)C	102	95	2	101	99	107	79	0.1
Cc1ccccc1Oc1ncccc1C(=O)/C(C#N)=C/N(C)C	96	96	2	94	100	100	91	0.0
O=C(C1CC(=O)N(c2ccccc2)C1)N1CCN(c2ccccc2)CC1 (stereo not drawn)	99	78	0	105	101	95	102	-0.2
CCOc1cccc2sc(N(CCCN(C)C)C(=O)c3ccc(S(=O)(=O)N(CC)Cc4ccccc4)cc3)nc12	108	101	0	98	100	101	92	0.2
CC(=O)Nc1cccc(NC(=O)C(F)(F)F)c1	93	92	-2	96	97	96	104	0.1

# (list continues)
smiles	AGP1-GFP MLPCN	LAP4-GFP MLPCN	AHR activator	CIT2 TOR yeast	RPL19A TOR yeast	MEP2-GFP yeast	CR mimetic SO	Efflux pump mplx
O=C(/C=C/c1ccccc1)N1CCC(N2CCC(C(=O)N3CCOCC3)CC2)CC1	113	111	3	111	106	107	93	-0.6
CC1(C)Cc2c(sc3c2C(=O)N(c2ccccc2)C2=NCCCN23)CO1	99	103	5	105	102	106	87	-0.1
Cn1cccc1/C=N/NC(N)=S	110	112	1	101	100	112	100	-0.1
O=C(CNc1cccc(Cl)c1)NNC(=S)NCc1ccccc1	97	92	0	103	99	103	100	-0.1
CCNC(=O)COC(=O)c1cc(-c2ccco2)nc2ccccc12	97	95	5	98	96	95	115	-0.2
CC(C(=O)Nc1cccnc1)N1C(=O)c2ccccc2C1=O (stereo not drawn)	94	94	-1	93	93	92	80	0.0
COc1ccc(COC(=O)C2CCN(C(=O)c3ccc(Cl)cc3)CC2)cc1F	94	92	0	90	95	93	98	0.4
Cc1ccc(C)c(S(=O)(=O)Nc2cc3c4c(c2)CCN4C(=O)CC3)c1	96	96	29	94	96	97	116	0.1
O=C(CCN1C(=O)C2CC=C(Cl)CC2C1=O)N1CCCCC1 (stereo not drawn)	105	102	1	102	100	102	104	0.0
O=C(CNC(=O)c1ccc(C(F)(F)F)cc1)NC1CC1	99	94	-1	100	94	104	108	-0.1
Cc1ccc(CNC(=O)Nc2ccc3c(c2)N(C)C(=O)CS3)cc1	107	95	31	105	107	100	68	0.0
CCOC(=O)C1(Cc2cccc(OC)c2)CCCN(C(=O)CCc2cccnc2)C1 (stereo not drawn)	89	95	10	87	101	88	109	0.2
COc1ccc(C)cc1NCc1cc(=O)oc2cc(-c3ccccc3)c(O)cc12	99	88	49*	104	102	104	102	-2.8
COc1cccc(C(=O)Nc2nc(C)cs2)c1	100	106	5	104	100	105	101	0.0
CCOc1nc2cnccc2n(CC(=O)Nc2c(C)cccc2CC)c1=O	103	103	1	106	101	103	88	0.0

# New compounds follow
smiles	AGP1-GFP MLPCN	LAP4-GFP MLPCN	AHR activator	CIT2 TOR yeast	RPL19A TOR yeast	MEP2-GFP yeast	CR mimetic SO	Efflux pump mplx
CN(C)CCNS(=O)(=O)c1ccc(Cl)cc1	95	100	-1	100	101	96	103	0.1
CC(=O)C1=C(C)NC(SCC(=O)c2ccccc2)=C(C#N)C1c1ccco1 (stereo not drawn)	104	105	107*	98	101	107	109	0.1
COc1ccc(CCNS(=O)(=O)c2cccc(F)c2)cc1OC	95	100	0	99	·	101	96	0.5
CC1Cc2cc(S(=O)(=O)N3CCCCC3C)ccc2N1C(=O)C1CCC1 (stereo not drawn)	94	90	1	94	101	92	83	0.1
Cc1ccccc1CNC(=O)c1ccccc1N(C)S(=O)(=O)c1ccccc1	106	88	0	106	109	103	98	0.2
Cn1c(CCNC(=O)c2ccccc2)nc2cc(NC(=O)C3CCCCC3)ccc21	104	107	4	103	100	106	122	0.0
COc1ccccc1/C=C/CN1CCC(Oc2cc(C(=O)NC3CC3)ccc2OC)CC1	95	86	6	98	93	92	96	0.9
O=S(=O)(c1ccc(F)cc1)N1CCN(Cc2nnc(-c3ccccc3)o2)CC1	102	106	-1	104	100	113	81	0.0
Cc1ccc2c(c1)c(C)c(C)n2CC(O)CN1CCOCC1 (stereo not drawn)	96	91	18	97	96	94	105	-0.1
CSCCC(NC(=O)c1ccco1)C(=O)OCC(=O)Nc1sccc1C#N (stereo not drawn)	102	94	9	94	95	100	107	0.3
COc1ccc2c(c1)C(C)=CC(C)(C)N2S(=O)(=O)c1ccc(Br)cc1	96	96	-1	92	93	93	107	0.0
Cc1occc1-c1nnc(SCC(N)=O)n1Cc1ccccc1	107	109	1	112	109	110	89	-0.1
Cc1ccc(C(=O)n2c(-c3ccccc3)cnc2SCC(=O)Nc2ccccc2)cc1	94	117	2	92	90	113	88	1.2
COc1ccc(CCNS(=O)(=O)c2ccc(Br)s2)cc1	92	107	-2	91	100	99	112	0.1
O=C(CC1(O)C(=O)Nc2cc(Cl)cc(Cl)c21)c1ccccc1O (stereo not drawn)	97	97	1	94	95	97	100	0.0

# (list continues)
smiles	AGP1-GFP MLPCN	LAP4-GFP MLPCN	AHR activator	CIT2 TOR yeast	RPL19A TOR yeast	MEP2-GFP yeast	CR mimetic SO	Efflux pump mplx
Clc1ccc(Oc2ccccc2)c2ncccc12	103	101	6	99	107	108	96	-0.1
CCOC(=O)N1CCN(C(=O)c2ccc(SC)cc2OC)CC1	105	102	1	106	103	102	81	-0.1
O=C(Nc1nccs1)c1csc2c1CCCC2	96	123	84*	85	96	97	106	0.1
COCC(C)n1c(SCC(=O)Nc2oc(C)c3c(C)n[nH]c(=O)c23)nc2ccccc2c1=O (stereo not drawn)	92	75	-3	·	99	88	96	0.1
CS(=O)(=O)N1CCN=C1SCc1ccccc1	104	104	0	96	97	92	96	-0.1
